# Bioassay records (PubChem)
# Pf growth 48h: P. falciparum growth inhibition at 48 hours (one generation) | P. falciparum luciferase growth in erythrocytes, 48 h | Potency, µM (series often up to 28.7 µM), inactives show at the highest dose activity change, negative = inhibition, usual class: inhibitors | 5.9% of 310,000 active | AID 504832; further: potency means the concentration at half of the fitted maximal effect; on the % scale 0 is the no-effect control and ±100 the full control effect
#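 In quantitative HTS format, infected erythrocytes bearing luciferase-reporter parasites were treated for a single generation at 37 C. Luminescence after adding detection reagent served as the growth measure.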
# Pf growth 96h: P. falciparum growth inhibition at 96 hour, primary screen for plastid delayed-death inhibitors; P. falciparum luciferase reporter growth, 96 h; Potency, µM (top dose mostly 28.7 µM), for the others: at the highest dose activity change, negative = inhibition, usual class: inhibitors; 6.9% of 320,000 active; AID 504834; further: potency means the concentration at half of the fitted maximal effect; on the % scale 0 is the no-effect control and ±100 the full control effect
#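 Readout is luminescence from an integrated firefly luciferase in P. falciparum. Red cells, 2% hematocrit and 0.05% parasitemia final, were cultured with compound through two parasite generations (96 hours) at 37 C, 5% CO2.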
# AMA1 RON2 block: disrupts binding of P. falciparum AMA1 to RON2. AlphaScreen AMA1-biotinylated RON2 peptide binding. Potency, µM (doses to about 58.2 µM), inactives show at the highest dose activity change, negative = inhibition, actives largely listed as inhibitors. 0.2% of 360,000 active. AID 720542;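 further: potency means the concentration at half of the fitted maximal effect; 0% = vehicle wells and -100% = peptide control; nearly all actives have a fitted effect of over 45% in size; some results filed as inactive show a strong effect at the top dose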
#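 AMA1 (3D7) with his tag at 25 nM final met compounds first, then biotinylated RON2 peptide at 25 nM; detection used donor plus acceptor beads, 10 µg/mL apiece, read by AlphaScreen after 30 min at room temperature.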
# Shiga inhibitor: Shiga toxin inhibition; Vero cells, Shiga toxin protein synthesis inhibition reporter; 9.2% of 290,000 active; AID 2315; inhibition, % at 38.7 µM; in the data active means inhibition mostly above about 28%, no sharp cut-off; inactive means mostly below about 43%; further: 0% is about no effect
# CHX counter: affects cycloheximide protein synthesis inhibition readout, counter-screen; cell reporter, cycloheximide protein synthesis inhibition counterscreen; max response, %; 12% of 300,000 active; AID 2314; in the data active means max response mostly above about 13%, no sharp cut-off; inactive means mostly below about 14%; further: read at 38.3 µM for the half of the compounds with a filed dose; 0% is about no effect
# LmPK inhibitor: blocks Leishmania mexicana pyruvate kinase activity. Potency, µM (highest dose often 57.5 µM), inactives show top-dose activity change, negative = inhibition, hits mostly inhibitors. AID 1721. 0.37% of 290,000 active. purified LmPK, Kinase-Glo ATP luminescence, 1 h. Q27686; further: potency means the concentration at half of the fitted maximal effect; on the % scale 0 is the no-effect control and ±100 the full control effect
# Target sequence (Q27686 whole entry, looked up): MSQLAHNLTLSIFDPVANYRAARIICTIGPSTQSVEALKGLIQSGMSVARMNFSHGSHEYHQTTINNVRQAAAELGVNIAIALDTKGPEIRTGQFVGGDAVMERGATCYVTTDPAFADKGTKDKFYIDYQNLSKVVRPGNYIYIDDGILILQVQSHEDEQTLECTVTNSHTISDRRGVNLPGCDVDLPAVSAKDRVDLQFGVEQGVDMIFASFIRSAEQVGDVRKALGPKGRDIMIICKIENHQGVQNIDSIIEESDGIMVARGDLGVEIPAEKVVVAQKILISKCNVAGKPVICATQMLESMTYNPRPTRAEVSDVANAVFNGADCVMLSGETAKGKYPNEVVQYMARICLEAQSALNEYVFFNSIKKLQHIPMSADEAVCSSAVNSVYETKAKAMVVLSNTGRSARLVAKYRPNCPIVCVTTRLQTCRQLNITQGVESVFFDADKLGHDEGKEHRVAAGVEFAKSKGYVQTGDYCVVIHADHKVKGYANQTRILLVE
#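 Pyruvate kinase activity monitored as ATP production (luciferase luminescence). Conditions: 0.1 nM enzyme, 0.5 mM PEP, 0.1 mM ADP, 1 h, RT; normalized against uninhibited and no-enzyme wells.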
# Tb PYK inh: T. brucei pyruvate kinase inhibition. Q57TT1. 0.12% of 410,000 active. AID 624173. TbPYK enzyme, Kinase-Glo Plus ATP luminescence, 45 min. Potency, µM (titrated, usually from 76.8 µM), for inactives: at the top dose activity, negative = inhibition, actives largely listed as inhibitors; further: potency means the concentration at half of the fitted maximal effect; on the % scale 0 is the no-effect control and ±100 the full control effect; nearly all actives have a fitted effect of over 50% in size
#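 T. brucei PYK with substrate was exposed to pin-transferred compounds across a concentration series, then started with 130 uM ADP (final). After 45 min at room temperature, Kinase-Glo Plus luminescence was read, normalized and curve-fitted.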
# * hit, by the source's call; ? = inconclusive; nt = no result given; [ ] = remark or other dose. Unless noted, the call rests on the fitted dose curve; in most records, active means well fitted curve in the direction sought with a large enough effect; inconclusive means small, poorly fitted or top-dose-only effect, or another doubt; inactive means no such curve, though single readings can be large; an effect the other way counts as inactive or inconclusive.
SMILES	Pf growth 48h	Pf growth 96h	AMA1 RON2 block	Shiga inhibitor	CHX counter	LmPK inhibitor	Tb PYK inh
CN(c1ccccc1)S(=O)(=O)c1ccc(Cl)c(C(=O)NCCc2c[nH]c3ccccc23)c1	?	9.3µM*	-13%[11.6 µM]	1	-3	1%	2%
COC(=O)c1ccccc1NC(=O)C1CCN(S(=O)(=O)c2cc(C)ccc2OC)CC1	?	176%[activator]	-4%	-8	-2	-4%	-6%
CCCC(C(=O)NCC1CCCO1)N(Cc1ccccc1)C(=O)CNS(=O)(=O)c1ccccc1 (centres undefined)	7%	-14%	-8%	-6	0	-1%	3%
O=C1COc2ccc(C(=O)CSc3nnc(NCc4ccccc4)s3)cc2N1	?	?	-9%	-5	-2	0%	-4%
CC12CCC(=O)N1C(C(=O)NCCN1C(=O)S/C(=C\c3ccc(OC(F)F)cc3)C1=O)CS2 (centres undefined)	?	?	-11%	nt	nt	nt	2%
O=C(O)CCc1nc2cc3ccccc3cc2[nH]1	7%	-5%	-5%	13	7	3%	1%
N#CCCN(C(=O)COC(=O)c1ccc(S(=O)(=O)N2CCCCCC2)cc1)c1ccccc1	-10%	21%	6%	nt	nt	nt	-3%
Cn1c(=O)[nH]c(=O)c2c1nc(CN1CCOCC1)n2CCCc1ccccc1	-2%	-2%	-1%	14	-3	2%	-1%
COCCn1c(SCC(=O)Nc2nnc(C)s2)nnc1-c1cc2ccccc2cc1O	?	?	5%	-6	-6	11%	-6%
Cc1cc(C)cc(NC(=O)Nn2cnnc2)c1	9%	-29%	2%	-6	7	-3%	0%
COC(=O)c1ccccc1N1CCS(=O)(=O)CC1	9%	15%	5%	19	-2	-5%	6%
CC(Sc1nc2c(c(=O)[nH]1)CCCC2)C(=O)Nc1ccc(S(N)(=O)=O)cc1 (centres undefined)	8%	?	3%	2	-10	-8%	0%
O=C(O)CCC(=O)Nc1ccc(N2CCCCCC2)cc1	?	-17%	?	-8	-1	5%	-26%
O=C1C=C(c2ccc3ncccc3c2)C[C@@H](c2ccc(F)cc2)C1	?	-24%	1%	nt	nt	nt	-7%
COCCN(C(=O)COC(=O)CCc1nc2ccccc2s1)c1c(N)n(Cc2ccccc2)c(=O)[nH]c1=O	-2%	1%	7%	-3	2	-12%	-1%
C/C(=N\NC(=O)c1ccc(NS(=O)(=O)c2cccs2)cc1)c1ccc(Cl)cc1	-3%	-20%	13%	-58	1	-1%	2%
CCc1nnc(NC(=O)c2cccc(S(=O)(=O)N3CCN(C(C)=O)CC3)c2)s1	?	?	13%	nt	nt	nt	-11%
COc1ccc(C(=O)Nc2cc(OC)c(Cl)cc2OC)cc1	10%	5.2µM*	-1%	22	14	5%	1%
CCOC(=O)C(NC(=O)Nc1ccc(F)cc1)(OCC)C(F)(F)F (centres undefined)	2%	nt	10%	-5	-5	-3%	-11%
O=C(COc1ncnc2sccc12)N1CCc2ccccc2C1	12%	-11%	14%	19	-3	0%	-7%
CCc1nnc(NC(=O)CSc2nc3cc4c(cc3cc2CC)OCCO4)s1	?	0%	-4%	-2	-2	1%	-6%
COc1ccc(NC(=O)CSc2nc3c([nH]c4ccccc43)c(=O)n2C)c(OC)c1	4%	?	-5%	-3	-6	-8%	4%
COC(=O)Nc1ncc(CN2CCc3ccccc3C2)s1	?	0%	-3%	-4	10	-2%	0%
CCCOCc1ccc(O)c2ncccc12	12µM*	4.7µM*	-60%	17	1	2%	3%

# Reprinted from the part before: 6 entries, then new ones.
SMILES	Pf growth 48h	Pf growth 96h	AMA1 RON2 block	Shiga inhibitor	CHX counter	LmPK inhibitor	Tb PYK inh
CCOC(=O)C(NC(=O)Nc1ccc(F)cc1)(OCC)C(F)(F)F (centres undefined)	2%	nt	10%	-5	-5	-3%	-11%
O=C(COc1ncnc2sccc12)N1CCc2ccccc2C1	12%	-11%	14%	19	-3	0%	-7%
CCc1nnc(NC(=O)CSc2nc3cc4c(cc3cc2CC)OCCO4)s1	?	0%	-4%	-2	-2	1%	-6%
COc1ccc(NC(=O)CSc2nc3c([nH]c4ccccc43)c(=O)n2C)c(OC)c1	4%	?	-5%	-3	-6	-8%	4%
COC(=O)Nc1ncc(CN2CCc3ccccc3C2)s1	?	0%	-3%	-4	10	-2%	0%
CCCOCc1ccc(O)c2ncccc12	12µM*	4.7µM*	-60%	17	1	2%	3%
O=C(NCC(c1ccco1)N1CCc2ccccc2C1)c1ccc(Br)cc1 (centres undefined)	?	-8%	-1%	nt	nt	nt	0%
O=C(NCC(=O)N(Cc1cccs1)C(C(=O)NC1CCCCC1)c1cccnc1)c1ccco1 (centres undefined)	0%	?	-16%	17	-1	-6%	1%
COc1ccc(OCC(=O)NC(=S)N2CCCc3ccccc32)cc1	?	nt	?	152*	35*	3%	-25%
CCOC(=O)c1c(N)nn(C(=O)CC)c1-c1ccccc1	-18%	nt	14%	9	-3	4%	-4%
CCCOC(=O)C1C2C=CC3(CN(c4cccc(Cl)c4)C(=O)C13)O2 (centres undefined)	8%	?	-10%	-5	-2	0%	-8%
CN(C)C(=O)CSc1n[nH]c(=O)[nH]c1=O	-4%	56%[activator]	4%	-18	1	2%	4%
O=C(Nc1cccnc1Cl)C1c2ccccc2Oc2ccccc21	50%[activator]	25%	-2%	-7	19	-1%	4%
O=C(c1ccc(Br)cc1)c1cn[nH]c1-c1ccccc1O	-34%	-20%	103%[activator]	45	14	-8%	-6%
CCC(Sc1nncn1C)C(=O)Nc1cc(C)on1 (centres undefined)	?	30%[activator]	9%	9	-2	-1%	-5%
O=C(CN1CCCCCC1)Nc1ccccc1OC(F)F	10%	15%	-17%	7	-3	-3%	-6%
Cc1ccc(N=C2CCCCCN2C)c(C#N)c1	23%	?	0%	7	2	0%	5%
C=C(C)CSc1nc2ncc(Cl)cc2[nH]1	-14%	nt	-5%	20	12	5%	nt
CCOC(=O)N1CCC(N2Cc3cccc(C(=O)Nc4ccc(CC)cc4)c3C2=O)CC1	nt	47%[activator]	-5%	18	-2	-4%	2%
O=C1C2C3C=CC(C3)C2C(=O)N1c1ccc(Cc2ccncc2)cc1 (centres undefined)	4%	47%[activator]	0%	-17	5	2%	2%
Cc1nn(C)c(C)c1N=Cc1c(O)ccc2ccccc12	nt	8.3µM*	38%[activator]	-16	1	9%	-2%
CCOc1c(Cl)cc(/C=C/C(=O)N(CC)CC(=O)Nc2ccc(NC(C)=O)cc2)cc1OC	?	?	2%	nt	nt	nt	6%
CC(C)c1ccc(/C=N/n2c(COc3ccccc3)n[nH]c2=S)cc1	-16%	9%	74%[activator]	-13	3	-1%	-23%
O=C(c1ccc(F)cc1)N(Cc1cccs1)C1CCS(=O)(=O)C1 (centres undefined)	13%	?	5%	1	-9	-10%	-2%
CC1CCCC(C)N1C(=O)C1CCCCC1 (centres undefined)	4%	0%	-5%	27	-1	-1%	-1%
O=C(C1CC1)N1CCc2cc(S(=O)(=O)N3CCN(c4ccccc4)CC3)ccc21	-4%	?	-1%	-5	-1	5%	-3%
C=C(Cl)COC(=O)[C@H]1C2C=CC(C2)C1C(=O)O (some centres undefined)	3%	15%[5.75 µM]	16%	12	-1	-7%	4%
Cc1ccc(C(C(=O)NC(C)(C)C)N(CC2CCCO2)C(=O)c2csnn2)cc1 (centres undefined)	?	15%	6%	-3	-3	3%	0%
CCC(=O)Nc1ccc(C(=O)NNC(=O)C(c2ccccc2)c2ccccc2)cc1	0%	?	10%[11.6 µM]	-2	-6	7%	-1%
O=C(Cc1ccccc1)N1CCCC(c2nc(-c3cccs3)no2)C1 (centres undefined)	-3%	?	-11%	-1	-2	4%	-1%
NC(=O)CC(NC(=O)c1ccccc1)c1ccc(NCCc2ccc(F)cc2)c([N+](=O)[O-])c1 (centres undefined)	?	?	-2%	-7	-3	2%	1%
CCC(C)NC(=O)Cn1nc(C(F)(F)F)c2c1CCC2 (centres undefined)	72%[activator]	?	5%	28	6	4%	6%
S=C(Nc1ccccc1)Nc1cc(Cl)ccc1Oc1ccccc1	-12%	11%	75%[activator]	20	12	9%	2%

# Random draw from the library (roughly 21% active in at least one column).
